AmpC inh det = AmpC beta-lactamase inhibition, detergent assay; P00811; purified AmpC, nitrocefin hydrolysis with detergent; Potency, µM (titrated, usually from 28.7 µM), without a hit: top-dose activity change, negative = inhibition; actives 0.09% (n = 71,000); AID 584; active means well fitted curve in the direction sought with a large enough effect
Target sequence (P00811 whole entry, looked up): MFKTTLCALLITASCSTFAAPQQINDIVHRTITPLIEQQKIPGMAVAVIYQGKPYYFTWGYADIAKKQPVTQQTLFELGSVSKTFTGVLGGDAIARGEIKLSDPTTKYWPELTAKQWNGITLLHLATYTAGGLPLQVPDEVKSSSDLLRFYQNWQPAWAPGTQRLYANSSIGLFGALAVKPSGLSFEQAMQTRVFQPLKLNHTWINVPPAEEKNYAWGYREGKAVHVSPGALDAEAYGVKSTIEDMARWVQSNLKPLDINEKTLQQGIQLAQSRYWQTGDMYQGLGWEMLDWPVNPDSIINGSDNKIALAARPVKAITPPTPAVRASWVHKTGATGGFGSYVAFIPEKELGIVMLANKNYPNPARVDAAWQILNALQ
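E. coli AmpC (5.3 nM) in 20 mM phosphate pH 7.0 with 0.01% Triton X-100, preincubated 15 min RT with compound; nitrocefin (2 uL of 800 uM stock) hydrolysis followed by 480 nm absorbance every 20 s over 4 min.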
Numbers without * were called inactive; [ ] = dose if it differs, or a comment. On the % scale 0 is the no-effect control and ±100 the full control effect; potency means the concentration at half of the fitted maximal effect.

No. | SMILES | AmpC inh det
1 | Cc1ccc2c(c1)nnn2C1CCN(S(=O)(=O)c2ccc(C(=O)N3C(C)CCCC3C)cc2)CC1 (stereo not drawn) | 1.0%
2 | O=C(NCc1ccccc1)c1noc2c1CCCC2 | -3.0%
3 | COc1ccc(S(=O)(=O)N2CCN(CC(=O)Nc3ccc(C)c(F)c3)CC2)cc1 | 6.5%
4 | Cn1c(C(=O)NCCCN2CCCCCC2)cc2c(=O)n(C)c3ccccc3c21 | 13.5%
5 | CN1CCc2c(sc3c2C(=O)NC(c2cccs2)N3)C1 (stereo not drawn) | -1.0%
6 | C1CCc2nnnn2CC1 | -1.5%[12.8 µM]
7 | CCOc1cc(C2c3c(n[nH]c3C)C(=O)N2c2ccc(Br)cc2)ccc1O (stereo not drawn) | -2.7%
8 | Cn1ncc(C#N)c1/N=C/N1CCCCC1 | 1.8%
9 | O=C(CCCn1c(=S)[nH]c2ccccc2c1=O)NCc1ccco1 | -3.4%
10 | O=C(CCNS(=O)(=O)c1ccc(Cl)cc1)N1CCC2(O)CCCCC2C1 (stereo not drawn) | 5.0%
11 | COC(=O)[C@@]1(Cc2ccccc2)[C@H]2c3cc(C(=O)N4CCCC4)n(CCc4ccccn4)c3C[C@H]2CN1C(=O)c1ccccc1 | -1.1%
12 | COCCCN(C)C1CCN(C(=O)Nc2ccc(F)cc2)CC1 | 5.5%
13 | COc1cccc(C(c2nnnn2Cc2ccco2)N2CCN(c3cccc(C)c3C)CC2)c1OC (stereo not drawn) | -1.4%
14 | CC(NC(=O)c1ccnc(C(C)(C)C)c1)c1ccccc1 (stereo not drawn) | -9.1%
15 | CN1Cc2c(ccc3c2OCO3)[C@@H]2[C@@H](O)Cc3cc4c(cc3[C@@H]21)OCO4 | -6.7%
16 | CCn1c(Cc2cccn2C)nnc1SCC(=O)c1ccc(C)cc1 | 15.0%
17 | COc1ccc(S(=O)(=O)c2ccc(OC)c(OC)c2)cc1OC | 10.4%
18 | CCOC(=O)CCn1c(=O)c2c(nc(Br)n2Cc2ccccc2)n(C)c1=O | -6.0%
19 | CN(C(=O)c1ccccc1Cl)c1ccccc1 | -1.7%
20 | CSC(=NCc1cccnc1)NS(=O)(=O)c1cccs1 | 3.0%
21 | CN(CCNC(=O)c1ccc(N2CCCC2=O)cc1)CCc1ccccc1 | -2.3%
22 | COc1ccc(C)cc1NC(=O)CSc1nnc(-c2cc3cccc(OC)c3o2)n1N | -0.5%
23 | O=C(Nc1ccc(CN2CCOCC2)cc1)c1cc2ccccc2o1 | -5.7%
24 | COc1ccc(Nc2oc(COc3ccc(Cl)cc3)nc2C#N)cc1 | -0.5%
25 | CN(C)S(=O)(=O)N1CCc2ccccc21 | -4.5%
26 | COCCn1c(=O)[nH]c2cc(C(=O)N3CCN(Cc4ccc5c(c4)OCO5)CC3)ccc2c1=O | -1.3%
27 | Cc1cc(C)nc(Sc2c(C)nn(-c3ccccc3)c2C)n1 | 14.5%
28 | O=C1C2CCCN2C(c2cccnc2)N1c1nccs1 (stereo not drawn) | -2.1%
29 | Cc1ccc(CNC(=O)c2ccc(NS(=O)(=O)c3c(C)noc3C)cc2)cc1 | 0.0%
30 | CCN1CCN(CCNC(=O)c2cn(C(C)c3ccccc3F)nn2)CC1 (stereo not drawn) | 0.2%
31 | CC(C)(C)OC(=O)N1CCC(c2c(C(=O)O)cnn2-c2ccccc2)CC1 | -2.7%
32 | CN1CCN([C@@H]2Cc3ccccc3Sc3ccc(Cl)cc32)CC1 | -0.2%
33 | COc1ccccc1CNC(=O)C1CC(=O)N(c2ccc(C)c(C)c2)C1 (stereo not drawn) | -6.2%
34 | O=C(c1ccco1)N1CCCC(c2ccccc2)C1 (stereo not drawn) | -1.8%
35 | O=C(NCCCN1CCOCC1)c1ccc(CNS(=O)(=O)c2ccc(F)cc2)cc1 | -2.1%
36 | CCOC(=O)c1ccc2c(c1)nc(COc1ccccc1C#N)n2CC | -4.8%

Arranged by SMILES length (low to high): some entries from above
No. | SMILES | AmpC inh det
24 | COc1ccc(Nc2oc(COc3ccc(Cl)cc3)nc2C#N)cc1 | -0.5%
21 | CN(CCNC(=O)c1ccc(N2CCCC2=O)cc1)CCc1ccccc1 | -2.3%
10 | O=C(CCNS(=O)(=O)c1ccc(Cl)cc1)N1CCC2(O)CCCCC2C1 (stereo not drawn) | 5.0%

(continued)
No. | SMILES | AmpC inh det
37 | CC1=C(C(=O)OC(C)C)C(c2ccc(Br)s2)NC(=O)N1C (stereo not drawn) | 3.9%
38 | Cc1ccc(O)cc1 | 10.4%
39 | Cc1ccc(CSc2nnc(-c3ccco3)n2N)cc1 | -3.9%
40 | C=C(C)COc1ccc(-c2[nH]ncc2Oc2cccc(OC)c2)c(O)c1 | 2.5%
41 | Cc1cc2ncn(-c3ncnc4sc(C)c(C)c34)c2cc1C | 3.1%
42 | O=C(C1CC1)N1CCc2cc(S(=O)(=O)N3CCOCC3)ccc21 | -2.1%
43 | O=C(Nc1nc2ccccc2[nH]1)C1CCCO1 (stereo not drawn) | 12.8%
44 | Cc1cc(C(=O)Cn2nnc(-c3ccc(Cl)cc3)n2)c(C)n1CC1CCCO1 (stereo not drawn) | -1.3%
45 | CCOC(=O)C1C(=O)NC2(C)CC1c1cc(OC)ccc1O2 (stereo not drawn) | -1.5%
46 | CCn1c(SCC(=O)Nc2cc(C)c(Cl)cc2OC)nnc1-c1ccco1 | -2.8%
47 | Clc1ccccc1-c1nc(-c2cccnc2)no1 | -5.1%
48 | O=C(NCc1ccccc1F)C1CCCN1C(=O)NCc1ccccc1 (stereo not drawn) | 1.3%

Given as labelled records: three of the compounds above
(39) Cc1ccc(CSc2nnc(-c3ccco3)n2N)cc1
  AmpC inh det: -3.9%
(42) O=C(C1CC1)N1CCc2cc(S(=O)(=O)N3CCOCC3)ccc21
  AmpC inh det: -2.1%
(38) Cc1ccc(O)cc1
  AmpC inh det: 10.4%

(continued)
No. | SMILES | AmpC inh det
49 | CC1(COc2ccc(C[C@H]3SC(=O)NC3=O)cc2)CCCCC1 | -8.8%
50 | O=C1NC(=S)SC1=C1CCCCCC1 | 13.2%
51 | Cn1c2c(c(=O)n(C)c1=O)CN(Cc1ccco1)CN2 | 8.5%
52 | Cc1cccc(-n2c(=O)[nH]c3c(C(N)=O)nc(CC(C)C)nc32)c1 | 1.1%
53 | N#Cc1ccc(CN2CCC3(CCNCC3)CC2)cc1 | -1.5%
54 | COc1ccc(CNC(=O)CCc2nc(-c3ccccc3F)no2)c(OC)c1 | 1.4%
55 | COc1ccc(OC)c2c(C)cc(N3CCN(C(=O)c4ccc(F)cc4)CC3)nc12 | -3.6%
56 | COc1ccc(C2CC(C(F)(F)F)n3nc(C(=O)O)cc3N2)cc1OC (stereo not drawn) | -6.3%
57 | O=C1c2ccccc2C(=O)N1CCCOc1ccccc1 | -3.7%
58 | O=S(=O)(c1ccc2c(c1)OCCO2)N1CCC(n2nnc3cc(C(F)(F)F)ccc32)CC1 | 1.4%
59 | Cc1ccc(C(C)n2cc(C(=O)NCc3ccncc3)nn2)cc1 (stereo not drawn) | 11.8%
60 | CCOCC(=O)Nc1c(C(=O)OCC)oc2ccccc12 | -4.2%
61 | Cc1cc(C)c2nc(N3CCCC(C(=O)N4CCC(C(N)=O)CC4)C3)sc2c1 (stereo not drawn) | -2.7%
62 | CC(Oc1ccccc1)C(=O)OCC(=O)NC(=O)NCc1ccco1 (stereo not drawn) | -1.2%
63 | CCCCCC/C(=N/O)c1ccccn1 | -3.4%
64 | CCCCC(CC)CNC(=O)CCS(=O)(=O)c1cccc2nsnc12 (stereo not drawn) | -2.8%
65 | CC1CCN(Cc2ccc(NC(=O)CC3Oc4ccccc4NC3=O)cc2)CC1 (stereo not drawn) | 11.9%
66 | Cc1ccc(NC(=O)c2cnc3scc(C)n3c2=O)c(C)c1 | 9.2%
67 | Nc1ccn(-c2ccccc2)c(=O)c1 | 0.2%
68 | COc1ccc(C(=O)C2CCN(S(=O)(=O)c3ccc4c(c3)OCCO4)CC2)cc1 | -6.8%
69 | CC1(C(=O)NCc2cccnc2)CCC(=O)N1CCc1ccccc1 (stereo not drawn) | 16.0%
70 | COc1cccc(-c2cc(C(=O)N3CCN(Cc4ccccc4)CC3)no2)c1 | 12.5%
71 | Cc1ccc(OCc2ccc(C(=O)N3CCOCC3)cc2)cc1C | -3.6%
72 | Cc1cc2c(cc1C)-c1nnnn1C(C)(C)C2 | -2.1%
73 | COC(=O)CNC(=O)CCCCC(=O)NCC(=O)OC | -1.9%
74 | CN(Cc1ccccc1)c1nc2c(c(=O)[nH]c(=O)n2C)n1Cc1ccccc1 | -1.7%
75 | CCOc1ccc2c(O)csc2c1 | -7.7%
76 | Cc1ccccc1-c1cncnc1Nc1ccccc1 | 8.9%
77 | COc1ccc(OC)c(N2C(=O)CC(Cc3ccc(C)cc3)C2=O)c1 (stereo not drawn) | -2.3%
78 | CS(=O)(=O)N1CCC2(CCN(Cc3ccncc3)CC2)CC1 | -3.2%
79 | C=CCOC(=O)Nc1c(C(=O)OC)[nH]c2ccc(Cl)cc12 | 10.7%
80 | CC1(C)CC(=O)c2cc(OCC(=O)NCCCN3CCN(c4ccccc4F)CC3)ccc2O1 | 0.9%
81 | Cc1cc(OCCSc2nnc(-c3cccs3)n2C)ccc1Cl | -5.2%
82 | CC(C)(C)n1nc2c(c1NC(=O)c1ccc(Br)o1)CS(=O)C2 (stereo not drawn) | -0.1%
83 | Nc1nc(NC(=O)c2cccnc2)nn1-c1ccccc1 | -3.4%
84 | CC(C)NC(=O)c1ccccc1NC(=O)CCS(=O)(=O)Cc1ccccc1 | -0.5%
85 | CCOC(=O)c1ccc(NC(=O)CSc2nc3c(c(=O)n2CC)SC(C)C3)cc1 (stereo not drawn) | 9.0%
86 | Cc1ccc(SCC(=O)NCCN2C(=O)CSC2=O)c(C)c1 | -0.9%
87 | Cc1ccc(Nc2nc(N)nc(CN3CCN(Cc4ccc5c(c4)OCO5)CC3)n2)cc1Cl | -5.9%
88 | Cc1ccc(-n2c(N)c(-c3nc4ccccc4n3C)sc2=S)cc1 | 8.1%
89 | COc1ccc(C2C/C(=N\O)C(C)(C)O2)cc1 (stereo not drawn) | 2.2%
90 | CN(C)CCC(C#N)(c1ccccc1)c1ccccc1 | -2.6%[5.75 µM]
91 | CC(=O)n1c2ccccc2c2c1c1ccccc1n2C | -2.6%
92 | CCC(c1nnc(SCC(=O)N2CC3(C)CC2CC(C)(C)C3)o1)N(C)C (stereo not drawn) | 0.6%
93 | Cc1cc(NC(=O)CNC(=O)C2CCCCC2)no1 | -3.7%
94 | COc1ccc(S(=O)(=O)Cc2ccc(C(=O)NCc3ccco3)o2)cc1 | 8.3%
95 | O=C1COc2ccc(C(=O)CSc3nnc(Cc4cccs4)n3-c3ccccc3)cc2N1 | -4.8%
96 | CCC1CCCCN1C1Sc2ccc(C(=O)OC)cc2NC1=O (stereo not drawn) | -2.2%
97 | COCCn1nnnc1C(c1ccccc1OC)N1CCN(c2ccccc2F)CC1 (stereo not drawn) | 0.0%
98 | Cc1ccc(O)c(NC(=O)c2cccc(S(=O)(=O)N3CCCCC3)c2)c1 | -2.6%
99 | Cc1ccc(S(=O)(=O)NCC2CCC(C(=O)NCCCN3CCOCC3)CC2)cc1 (stereo not drawn) | -3.1%
100 | O=C(O)c1cc(Cl)cc(Cl)c1 | 9.2%
101 | O=C(NC1CCCCCCC1)C1CCC(CNc2c(N3CCCC3)c(=O)c2=O)CC1 (stereo not drawn) | 20.4%
102 | Cc1ccc(S(=O)(=O)NCC(c2cccnc2)N(C)C)cc1 (stereo not drawn) | -3.7%
103 | O=C(C1CCN(S(=O)(=O)N2CCOCC2)CC1)N1CCN(Cc2ccc3c(c2)OCO3)CC1 | 0.7%
104 | Cc1nnc(NC(=O)CCSc2ccccc2)s1 | -5.7%
105 | COc1ccc(-c2cc(C(F)(F)F)n3nc(C(=O)Nc4cc(C)on4)cc3n2)cc1OC | 20.9%
106 | Nc1nonc1-n1nnc(C(=O)O)c1-c1cccs1 | 3.2%
107 | CN(C(=O)c1ccncc1)c1nnc(-c2cccnc2)s1 | 13.7%
108 | Cc1nc2ccccn2c1P(=Nc1ccccc1)(N(C)C)N(C)C | -1.6%

Additional results.
No. | SMILES | AmpC inh det
109 | CCN(CC)C(=O)COc1ccc(Br)cc1Cl | 1.1%
110 | Cc1cc(NC(=O)c2cc(C)on2)no1 | -0.1%
111 | O=C(O)c1ccc(CN(c2ccccn2)S(=O)(=O)c2ccccc2)cc1 | 2.6%
112 | COC(=O)C1C(=O)CC(C)(O)C(C(=O)OC)C1c1ccc2c(c1)OCO2 (stereo not drawn) | 5.3%
113 | O=C(CN1CCN(S(=O)(=O)c2cc(Cl)ccc2Cl)CC1)Nc1ccc2c(c1)OCCO2 | -2.0%
114 | CCCOc1ccc(C2c3c(oc4cc(C)c(C)cc4c3=O)C(=O)N2CCCN2CCOCC2)cc1 (stereo not drawn) | 10.4%
115 | Cc1cc(C(F)(F)F)nc(SCC(=O)Nc2ccccc2)n1 | -1.3%
116 | CC(C)(COCC1CO1)COCC1CO1 (stereo not drawn) | 6.9%
117 | CCOC(=O)C1=C(C)OC(N)=C(C(=O)OC)C12C(=O)Nc1ccc(Br)cc12 (stereo not drawn) | 5.2%
118 | Cc1ccc(N2C(N)=C(C#N)C(c3cccnc3)C3=C2CCCC3=O)cc1 (stereo not drawn) | -4.9%
119 | Cc1cc(C)nc(NCC(O)CNc2ccccc2Cl)n1 (stereo not drawn) | 10.9%
120 | COCc1nnc(NS(=O)(=O)c2ccc(Br)cc2)s1 | -7.2%
121 | CCCn1c(O)c(CN2CCCCC2)c(C)c(C#N)c1=O | 6.0%
122 | Cc1onc(-c2ccccc2)c1C(=O)N1CCCN(C(=O)c2c(-c3ccccc3)noc2C)CC1 | -7.8%
123 | COc1ccc(CNc2ccnc(-c3cccnc3)n2)c(OC)c1 | 7.8%
124 | CCCCc1c(O)n2c(nc3ccccc32)[nH]c1=O | -2.4%
125 | CCOC(=O)CCc1nc2ccccc2[nH]c1=O | -3.5%
126 | O=C(Oc1ccc(Cl)c2cccnc12)N1CCOCC1 | 8.7%
127 | CCOC(=O)Cc1csc(NC(=O)COc2ccc(N(C)S(=O)(=O)c3cccs3)cc2)n1 | -2.2%

Source: PubChem BioAssay

An excerpt; the hit share may differ from the screen's.
